Screens deposited in PubChem BioAssay by several laboratories.
MRP reversal = reversal of MRP1-mediated doxorubicin resistance, primary screen, H69AR cells, doxorubicin co-treatment | differential viability (reversal), % at 10 µM | AID 602, 2007 | actives 0.04% (n = 85,000) | H69AR cells + 2 uM doxorubicin, CellTiter-Glo, 72 h;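 active = viability drop by adding the cancer drug above about 55%, with treated viability meeting a 40% cutoff, limit read from the data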;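 note: viability without doxorubicin minus viability with 2 µM doxorubicin for each compound; larger differential means the compound sensitizes cells more to doxorubicin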
NFkB transloc pot = enhancers of NFkB p65 translocation in HUVEC – imaging, IL-1B stimulus, high-content imaging, primary screen. HUVEC IL-1B NFkB p65 nuclear translocation imaging. actives 0.3% (n = 94,000). activation, % at 2 µM;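 active = activation above 40%, about the mean plus 3 SD, also judged a hit on visual image review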;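 note: percent activation is computed from the nuclear over cytoplasmic p65 intensity ratio; values of inactives mirror those of a sister screen read the other way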
Bcl-B displacement = displacers of TR3 peptide from Bcl-B, primary screen, selectivity assay for Bfl-1 inhibitor project, biochemical, fluorescence polarization | Bcl-2-like protein 10 (Homo sapiens) | FP displacement of FITC-TR3 peptide from Bcl-B; higher % means a stronger effect | displacement, % at 20 µM; hits with a dose series show IC50 in µM | actives 0.11% (n = 96,000) | AID 748, 2007;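 active = displacement above 50% at 20 µM plus a fluorescence interference ratio under 1.5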;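 note: plate controls were wells without compound for no effect and wells lacking Bcl-B protein for full effect; a part of the inactive calls stands beside numbers as strong as those of hits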
NFkB transloc inh = inhibitors of IL-1B driven NFkB p65 nuclear import, primary screen, imaging, HUVEC, IL-1B stimulus, high-content imaging; inhibition, % at 2 µM; AID 796, 2007; actives 0.43% (n = 94,000); HUVEC IL-1B NFkB p65 nuclear translocation imaging;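 active = inhibition above about 30% together with a positive call from visual inspection of the well image, limit read from the data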;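 note: nuclear over cytoplasmic p65 intensity ratio measured by imaging; 0% = IL-1B stimulated DMSO wells and 100% = unstimulated DMSO wells; values of inactives mirror those of a sister screen read the other way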
PLAP inhibition = PLAP enzyme inhibitors, biochemical, luminescence, HTS (AID 690); Alkaline phosphatase, placental type (Homo sapiens); purified PLAP, luminescent substrate; higher % means a stronger effect; one-dose inhibition, % at 20 µM; IC50 in µM for titrated hits; actives 0.08% (n = 96,000); in the data active = a potency from the dose series; inactive = the rest, 99 in 100 with inhibition below about 30%; note: strong numbers were not always called active
MRP reversal cytotoxicity = also measured in MRP reversal; calls as there; viability, %; H69AR cells, CellTiter-Glo, 72 h; measured here: cytotoxicity without doxorubicin
MRP reversal with doxorubicin = second read-out of MRP reversal, no call of its own (marks repeat the call); viability, %; measured here: viability with 2 uM doxorubicin; stronger effect = lower value
NFkB transloc inh cell count 2 µM = further read-out of NFkB transloc inh, marked with its call; cell count; measured here: cells passing quality filter;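 raw number of nuclei counted in each imaged well without normalization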
NFkB transloc pot cell count 2 µM = also measured in NFkB transloc pot; calls as there; cell count; measured here: cells passing quality filter
* marks the source's active call; other numbers are inactive results; x = not tested or not shown.

Start of the data: the first five compounds as a preview:
SMILES | MRP reversal | MRP reversal cytotoxicity | MRP reversal with doxorubicin | NFkB transloc pot | NFkB transloc pot cell count 2 µM | Bcl-B displacement | NFkB transloc inh | NFkB transloc inh cell count 2 µM | PLAP inhibition
CC(CCO)Nc1nc2c(c(=O)n(C)c(=O)n2C)n1Cc1cccc(Br)c1 (configuration not stated) | 10.9 | 97.1 | 86.2 | 1.5 | 92 | 67.9% | -1.5 | 92 | -77.1%
CCCOc1ccccc1N1C(=O)CC(N2CCOCC2)C1=O (configuration not stated) | -3.6 | 77.4 | 81.0 | 15.2 | 126 | 5.1% | -15.2 | 126 | -23.0%
Cc1cc(Cl)ccc1OCCCC(=O)Nc1cccnc1 | 20.9 | 82.5 | 61.5 | -2.9 | 71 | 0.3% | 2.9 | 71 | 16.7%
Cc1nc(SCC(=O)Nc2cc(C)on2)c2c3c(sc2n1)CCCC3 | -0.6 | 94.0 | 94.6 | 31.7 | 171 | -14.6% | -31.7 | 171 | 10.1%
O=C(CSc1nnc(COc2ccccc2)o1)NCCc1ccccc1 | 8.6 | 92.8 | 84.2 | -6.5 | 108 | 1.3% | 6.5 | 108 | 19.5%

This part in full, from the start:
SMILES | MRP reversal | MRP reversal cytotoxicity | MRP reversal with doxorubicin | NFkB transloc pot | NFkB transloc pot cell count 2 µM | Bcl-B displacement | NFkB transloc inh | NFkB transloc inh cell count 2 µM | PLAP inhibition
CC(CCO)Nc1nc2c(c(=O)n(C)c(=O)n2C)n1Cc1cccc(Br)c1 (configuration not stated) | 10.9 | 97.1 | 86.2 | 1.5 | 92 | 67.9% | -1.5 | 92 | -77.1%
CCCOc1ccccc1N1C(=O)CC(N2CCOCC2)C1=O (configuration not stated) | -3.6 | 77.4 | 81.0 | 15.2 | 126 | 5.1% | -15.2 | 126 | -23.0%
Cc1cc(Cl)ccc1OCCCC(=O)Nc1cccnc1 | 20.9 | 82.5 | 61.5 | -2.9 | 71 | 0.3% | 2.9 | 71 | 16.7%
Cc1nc(SCC(=O)Nc2cc(C)on2)c2c3c(sc2n1)CCCC3 | -0.6 | 94.0 | 94.6 | 31.7 | 171 | -14.6% | -31.7 | 171 | 10.1%
O=C(CSc1nnc(COc2ccccc2)o1)NCCc1ccccc1 | 8.6 | 92.8 | 84.2 | -6.5 | 108 | 1.3% | 6.5 | 108 | 19.5%
O=C(CN1CCC(n2nnc3cc(F)ccc32)CC1)Nc1ccc2c(c1)CCC2 | -5.0 | 97.3 | 102.3 | -1.1 | 167 | 0.7% | 1.1 | 167 | -17.8%
CC(C)(C)NCCOc1ccc(Br)cc1 | -2.7 | 77.8 | 80.5 | 24.2 | 183 | 0.5% | -24.2 | 183 | 17.1%
COC(=O)c1cc2cc(NS(=O)(=O)c3ccc(C)cc3)ccc2s1 | x | x | x | 11.8 | 148 | x | -11.8 | 148 | x
CCOc1ccccc1NC(=O)CSc1nc2cccnc2n1C | 5.1 | 73.5 | 68.4 | -3.6 | 170 | -3.4% | 3.6 | 170 | 16.3%
CSc1cccc(NC(=O)C2CCCN(S(=O)(=O)c3ccc(F)cc3)C2)c1 (configuration not stated) | -30.8 | 21.5 | 52.2 | 11.7 | 130 | -4.0% | -11.7 | 130 | -10.9%
Nc1c(N2CCCCC2)c(=O)[nH]c(=O)n1-c1ccccc1 | 11.8 | 105.2 | 93.3 | -11.3 | 171 | 0.0% | 11.3 | 171 | 3.8%
CCN1CCN(C(=O)CN(C)S(=O)(=O)c2ccc(OC)cc2)CC1 | -12.6 | 84.4 | 96.9 | -4.3 | 107 | -7.6% | 4.3 | 107 | -33.8%
Cc1ccc(C(=O)NCCN(C)C)cc1C | -1.6 | 89.1 | 90.7 | -2.9 | 152 | 13.1% | 2.9 | 152 | 5.5%
CN1CCCc2cc(C=O)ccc21 | 10.7 | 87.2 | 76.4 | 12.6 | 110 | x | -12.6 | 110 | x
O=C(NCCN=C1NS(=O)(=O)c2ccccc21)c1ccc(S(=O)(=O)N2CCOCC2)cc1 | 9.9 | 96.4 | 86.4 | 3.5 | 80 | -0.8% | -3.5 | 80 | -18.5%
CC12CCC(c3nnc(SCc4ccc(Cl)cc4)nc31)C2(C)C (configuration not stated) | 14.3 | 92.5 | 78.2 | -14.0 | 80 | x | 14.0 | 80 | x
CCOC(=O)C(Cc1ccccc1)(NC(C)=O)C(=O)OCC | 14.0 | 109.3 | 95.3 | 11.4 | 129 | -11.0% | -11.4 | 129 | -0.5%
CCSC1(SCC)N=C(N)C2(C#N)C(c3ccc(F)cc3)C12C#N (configuration not stated) | 0.3 | 0.8 | 0.5 | -3.4 | 104 | -3.1% | 3.4 | 104 | -11.4%
O=C(Cn1nnc(-c2cccs2)n1)NCCc1ccccc1 | 5.4 | 95.1 | 89.7 | -3.9 | 100 | x | 3.9 | 100 | x
CCn1c(SCC(=O)c2[nH]c(C)c(C(C)=O)c2C)nnc1-c1ccccc1 | 20.8 | 76.0 | 55.2 | 9.6 | 162 | 2.1% | -9.6 | 162 | -10.4%
CCOc1ccccc1NC(=O)Cn1cnc2c(cnn2-c2ccc(C)c(C)c2)c1=O | 2.3 | 95.3 | 93.0 | 7.9 | 138 | 2.4% | -7.9 | 138 | 5.0%
Cc1nc2sc(C(c3cccc(F)c3)N3CCC(O)CC3)c(O)n2n1 (configuration not stated) | 1.8 | 87.2 | 85.4 | -3.0 | 107 | -8.4% | 3.0 | 107 | 5.7%
CC1=CC(=C2C(=O)c3ccccc3C2=O)C=C(C)O1 | -77.5 | 49.0 | 126.5 | 9.3 | 137 | 3.0% | -9.3 | 137 | -4.3%
Cc1cc(C)n2nc(SCc3cc(=O)n4ccccc4n3)nc2n1 | 4.9 | 96.8 | 91.9 | 17.8 | 132 | x | -17.8 | 132 | x
COc1cc(C(=O)n2nc(C)cc2C)ccc1O | 1.9 | 97.4 | 95.5 | 8.9 | 205 | 8.0% | -8.9 | 205 | -16.3%

The last 3 records of the section before open the next one.
SMILES | MRP reversal | MRP reversal cytotoxicity | MRP reversal with doxorubicin | NFkB transloc pot | NFkB transloc pot cell count 2 µM | Bcl-B displacement | NFkB transloc inh | NFkB transloc inh cell count 2 µM | PLAP inhibition
CC1=CC(=C2C(=O)c3ccccc3C2=O)C=C(C)O1 | -77.5 | 49.0 | 126.5 | 9.3 | 137 | 3.0% | -9.3 | 137 | -4.3%
Cc1cc(C)n2nc(SCc3cc(=O)n4ccccc4n3)nc2n1 | 4.9 | 96.8 | 91.9 | 17.8 | 132 | x | -17.8 | 132 | x
COc1cc(C(=O)n2nc(C)cc2C)ccc1O | 1.9 | 97.4 | 95.5 | 8.9 | 205 | 8.0% | -8.9 | 205 | -16.3%
CC(CCc1ccccc1)NC(=O)C(Cc1ccccc1)NS(=O)(=O)c1cccs1 (configuration not stated) | -31.3 | 46.3 | 77.6 | x | x | -20.3% | x | x | 25.4%
O=P(COCCO)(c1ccccc1)c1ccccc1 | 1.1 | 94.3 | 93.3 | 15.5 | 173 | -4.4% | -15.5 | 173 | 9.7%
Cc1ccc(C)n1C1CCS(=O)(=O)C1 (configuration not stated) | -17.4 | 89.1 | 106.5 | 4.3 | 134 | 10.5% | -4.3 | 134 | -43.0%
COc1ccc(/C=N/NC(=O)CSCC(=O)Nc2ccccc2)cc1OC | x | x | x | -2.6 | 84 | -6.6% | 2.6 | 84 | -5.0%
CC(Nc1c([N+](=O)[O-])c(=O)oc2ccccc12)C(Cl)c1ccccc1 (configuration not stated) | x | x | x | 0.8 | 138 | 2.6% | -0.8 | 138 | 12.4%
COc1cccc(CNC(=O)Cn2cc3c(n2)CCCCC3)c1 | -5.0 | 98.9 | 103.9 | -10.3 | 139 | 5.7% | 10.3 | 139 | -8.6%
CC(C)(C)NC(=O)CN(Cc1cccs1)C(=O)CNS(=O)(=O)c1ccccc1 | 3.6 | 88.7 | 85.1 | 1.4 | 29 | 1.9% | -1.4 | 29 | 20.3%
C=CCNC(=O)Nc1ccc(OCC)cc1 | 2.4 | 89.3 | 87.0 | 20.4 | 152 | -4.2% | -20.4 | 152 | 19.9%
COc1ccc(OC)c2sc(NC(=O)c3ccc(S(=O)(=O)N(C)C)cc3)nc12 | -10.6 | 20.9 | 31.5 | 0.6 | 117 | 6.4% | -0.6 | 117 | 0.8%
COc1ccccc1-n1cnnc1SCC(=O)Nc1nc(C)c(Cl)cc1Cl | 2.5 | 86.4 | 83.9 | -16.7 | 134 | 5.8% | 16.7 | 134 | -36.1%
CCC(C)NC(=O)CN(c1ccc2c(c1)OCO2)S(=O)(=O)c1c(C)n[nH]c1C (configuration not stated) | 6.5 | 91.7 | 85.2 | -7.7 | 163 | 6.1% | 7.7 | 163 | -116.3%
Cc1ccc(/C=N/NC(=S)NC2CCS(=O)(=O)C2)cc1 (configuration not stated) | x | x | x | 9.8 | 83 | -7.1% | -9.8 | 83 | 2.7%
CCOC(=O)c1ccc2c(c1)nc(SCC(=O)N1CCCCC1)n2CC | 2.7 | 85.5 | 82.8 | 4.1 | 76 | 6.3% | -4.1 | 76 | -63.7%
Cc1cccc(OCC(O)CN2C(C)(C)CC(O)CC2(C)C)c1 (configuration not stated) | 3.4 | 86.0 | 82.6 | 16.6 | 145 | -3.8% | -16.6 | 145 | -33.9%
CCN(CC)c1ccc(N2C(=O)/C(=C\c3cccs3)SC2=S)cc1 | 10.3 | 78.8 | 68.5 | 17.9 | 109 | 9.7% | -17.9 | 109 | 39.1%
COc1cc(S(=O)(=O)N2CCCCC2)ccc1NC=O | 4.6 | 86.0 | 81.5 | -12.9 | 41 | -9.7% | 12.9 | 41 | -15.5%
COc1cc(OC)c(C(=O)Nc2ccc(S(=O)(=O)Nc3ncccn3)cc2)cc1OC | -11.4 | 95.2 | 106.6 | -7.6 | 171 | -2.4% | 7.6 | 171 | 6.3%
COC(=O)c1ccccc1NC(=O)Nc1cc(C)cc(C)n1 | 2.8 | 102.1 | 99.3 | 38.9 | 155 | 1.6% | -38.9 | 155 | 8.7%
Cc1cc(C(=O)CC#N)c(C)n1CC(F)(F)F | 7.9 | 99.3 | 91.4 | -4.0 | 78 | 6.9% | 4.0 | 78 | -17.7%
O=C(Nc1ccc(Cl)cc1)N1CCC(c2nc(-c3cccs3)no2)CC1 | -0.6 | 82.9 | 83.5 | 0.1 | 103 | -7.3% | -0.1 | 103 | 28.6%
CCCNc1nc2c(c(=O)[nH]c(=O)n2C)n1Cc1ccc(F)cc1 | 5.7 | 98.8 | 93.1 | -6.2 | 199 | 0.8% | 6.2 | 199 | 11.5%
O=C(NC(=S)Nc1ccc(N2CCCCC2)cc1)c1cccs1 | x | x | x | 10.7 | 152 | -1.2% | -10.7 | 152 | -2.9%
Cc1nnc(NC(=O)c2ccc3c(c2)C(=O)N(CC2CCCO2)C3=O)s1 (configuration not stated) | -2.9 | 96.8 | 99.7 | -4.8 | 140 | -6.0% | 4.8 | 140 | -3.7%
CCc1cccc(NC2c3ccccc3C(=O)N2c2ccc(C)cn2)c1 (configuration not stated) | -12.1 | 74.5 | 86.5 | -16.6 | 156 | -9.0% | 16.6 | 156 | 7.7%
Cc1cccc(C)c1NC(=O)CS(=O)CC(=O)NC1CCN(Cc2ccccc2)CC1 (configuration not stated) | -6.3 | 94.2 | 100.5 | -1.8 | 98 | 6.6% | 1.8 | 98 | -33.9%
Cc1ccc(-c2nc(NC(=O)CSc3nnc(C)s3)ns2)cc1 | 11.8 | 103.5 | 91.7 | -8.6 | 163 | 7.5% | 8.6 | 163 | 8.4%
CCC(C)C(=O)N1CCc2cc(-c3csc(N)n3)ccc21 (configuration not stated) | 1.1 | 82.4 | 81.3 | 2.6 | 95 | 0.7% | -2.6 | 95 | -38.6%
CCCn1nc([N+](=O)[O-])c(C(C#N)c2nc3ccccc3s2)c(Cl)c1=O (configuration not stated) | x | x | x | -1.1 | 190 | 10.7% | 1.1 | 190 | -19.3%
O=C(CN1C(=O)c2ccccc2C1=O)Nc1nnc(C2CCCO2)s1 (configuration not stated) | -7.0 | 99.8 | 106.7 | -1.2 | 198 | -6.8% | 1.2 | 198 | -29.2%

These rows are one share of the data (hit frequency here may not be typical).
